Screening results from PubChem.
PTHR1 ag – qHTS for PTHR1 Agonists: Primary Screen. Parathyroid hormone/parathyroid hormone-related peptide receptor (Homo sapiens), Q03431. HEK293 GP2 PTHR1 cells, GloSensor cAMP luminescence, 1 h. Potency, µM (titrated, usually from 115 µM), for the others: at the highest dose activation, usual class: activators. 410,000 tested, 0.075% active. AID 743266, 2014; also: nearly all actives have a fitted effect of over 55% in size; some results filed as inactive show a strong effect at the top dose; inactives centre near -15; many of its hits are not listed in these tables
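HEK-293-derived GP2 cells expressing PTHR1 and a GloSensor cAMP reporter, 3,000/well, plated overnight, given luciferin plus IBMX (each 0.5 mM as added) for 1 h at 37 °C, then compound for 1 h at 37 °C. Luminescence was read after 15 min at room temperature.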
aSyn rescue – qHTS of alpha-syn Inhibitors | Yeast expressing alpha-synuclein, growth rescue, BacTiter-Glo, 24 h | 370,000 tested, 0.14% active | Potency, µM (highest dose often 46.1 µM), for inactives: at the top dose growth rescue (activation), hits mostly activators | AID 652106, 2013; also: % of control where 0% means no effect; nearly all actives have a fitted effect of over 65% in size
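Screening used galactose-induced yeast with toxic alpha-synuclein levels, exposed to compound for 24 hr at 30 deg C. Cell growth, read with BacTiter-Glo luminescence, gave the measured signal.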
EPAC1 antag – qHTS for Antagonist of cAMP-regulated guanine nucleotide exchange factor 3 (EPAC1): primary screen | 360,000 tested, 0.14% active | Rap guanine nucleotide exchange factor 3 (Homo sapiens), O95398 | Potency, µM (top dose mostly 115 µM), inactives show at the top dose activity change, negative = inhibition, usual class: inhibitors | EPAC1 GEF assay, Rap1b-BODIPY-GDP exchange fluorescence;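 also: plate controls were vehicle for no effect and positive control for full effect; nearly all actives have a fitted effect of over 50% in size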
Target sequence (O95398 whole entry, looked up): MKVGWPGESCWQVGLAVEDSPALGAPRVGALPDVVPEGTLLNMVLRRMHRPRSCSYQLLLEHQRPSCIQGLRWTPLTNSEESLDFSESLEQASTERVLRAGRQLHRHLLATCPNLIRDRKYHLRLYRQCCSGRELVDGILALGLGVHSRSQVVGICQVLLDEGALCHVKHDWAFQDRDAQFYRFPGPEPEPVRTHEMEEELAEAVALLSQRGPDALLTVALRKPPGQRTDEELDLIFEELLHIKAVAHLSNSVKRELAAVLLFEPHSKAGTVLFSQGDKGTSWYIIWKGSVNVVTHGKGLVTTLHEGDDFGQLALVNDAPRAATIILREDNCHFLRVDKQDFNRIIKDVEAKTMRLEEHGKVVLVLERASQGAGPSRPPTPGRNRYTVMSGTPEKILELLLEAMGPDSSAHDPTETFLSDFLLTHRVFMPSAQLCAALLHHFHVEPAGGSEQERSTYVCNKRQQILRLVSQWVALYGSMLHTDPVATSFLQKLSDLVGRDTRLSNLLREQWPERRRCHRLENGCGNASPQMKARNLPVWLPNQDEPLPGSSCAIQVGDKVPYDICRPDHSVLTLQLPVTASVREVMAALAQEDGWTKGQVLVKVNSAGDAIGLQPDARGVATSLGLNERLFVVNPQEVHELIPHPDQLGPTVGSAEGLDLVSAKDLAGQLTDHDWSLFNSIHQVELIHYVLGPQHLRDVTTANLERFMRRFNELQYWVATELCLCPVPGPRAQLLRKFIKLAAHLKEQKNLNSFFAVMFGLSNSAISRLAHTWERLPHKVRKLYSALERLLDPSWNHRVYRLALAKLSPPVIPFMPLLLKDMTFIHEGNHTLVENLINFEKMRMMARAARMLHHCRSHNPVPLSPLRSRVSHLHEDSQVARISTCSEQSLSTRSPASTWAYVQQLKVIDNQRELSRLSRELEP
EPAC2 antag – qHTS for Antagonist of cAMP-regulated guanine nucleotide exchange factor 2 (EPAC2): primary screen | EPAC2 GEF exchange of Rap1B-BODIPY-GDP, fluorescence | Potency, µM (series often up to 114 µM), for inactives: top-dose activity, negative = inhibition, hits mostly inhibitors | 360,000 tested, 0.18% active; also: % is scaled to controls: 0 for no effect and ±100 for the full control effect; nearly all actives have a fitted effect of over 45% in size; many of its hits are not listed in these tables
EPAC2 ag – qHTS for Agonist of cAMP-regulated guanine nucleotide exchange factor 4 (EPAC2): primary screen; Rap guanine nucleotide exchange factor 4 (Homo sapiens), Q8WZA2; EPAC2 activation, biochemical qHTS; response scale: 100% = 6.5 mM cAMP response; Potency, µM (titrated, usually from 154 µM), for the others: at the highest dose activation, actives largely listed as activators; 360,000 tested, 0.079% active; also: nearly all actives have a fitted effect of over 50% in size
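Fluorescence exchange assay: 100 nM EPAC2 with 250 nM RAP1B-BODIPY-GDP and 50 uM GDP; compounds tested as a concentration-titration series (qHTS). Loss of Rap1-bound BODIPY-GDP fluorescence read at 480/540 nm; data normalized to 6.5 mM cAMP.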
FUS suppressor – qHTS for Suppressors of FUS Proteinopathy: Primary screen using FUS-linked yeast assay; 390,000 tested, 0.24% active; S. cerevisiae FUS-expressing, growth rescue, OD600, 24 h; Potency, µM (series often up to 76.6 µM), without a hit: at the top dose growth rescue (activation), actives largely listed as activators;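 also: plate controls were DMSO vehicle for no effect and reference control for full effect; nearly all actives have a fitted effect of over 55% in size; some results filed as inactive show a strong effect at the top dose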
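Yeast FUS proteinopathy model; galactose-induced FUS (2%), starting OD 0.005. Cpds in dilution series, 24hr, 30C, 99% humidity. Abs 600 nm growth. Pos ctrl CP55940 (top 92uM final); neg ctrl DMSO.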
EPAC1 agonist – qHTS for Agonist of cAMP-regulated guanine nucleotide exchange factor 3 (EPAC1): primary screen; Rap guanine nucleotide exchange factor 3 (Homo sapiens), O95398; EPAC1 agonist qHTS, biochemical assay; response scale: 100% = response to 6.5 mM cAMP; Potency, µM (doses to about 154 µM), for the others: at the highest dose activation, hits mostly activators; 360,000 tested, 0.073% active; also: nearly all actives have a fitted effect of over 60% in size
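Fluorescent GDP-exchange assay: 100 nM EPAC1 with 250 nM Rap1B preloaded with BODIPY-GDP and 50 uM GDP; compounds tested as concentration series, 5 min at room temperature, then read every 5 min for 30 min (ex 480/em 540 nm); normalized to 6.5 mM cAMP.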
TDP-43 yeast inh – qHTS of TDP-43 Inhibitors | TDP-43 expressing yeast growth rescue, BacTiter-Glo, 24 h | Potency, µM (top dose mostly 46.1 µM), for inactives: at the highest dose growth rescue (activation), hits mostly activators | 410,000 tested, 1.8% active | AID 652104, 2013; also: % of control where 0% means no effect; nearly all actives have a fitted effect of over 50% in size
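Growth rescue of TDP-43-toxic yeast measured as ATP luminescence (BacTiter-Glo). Cells grown to mid-log in raffinose, induced in galactose at OD600=0.02, exposed to compound 24 hr at 30 deg C.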
* marks the source's active call; other numbers are inactive results; i = inactive; ? = inconclusive; / = not tested or not shown; [ ] = dose if it differs, or a comment. Calls follow the shape of the dose curve; as a rule, active = well fitted curve in the direction sought with a large enough effect; inconclusive = small, poorly fitted or top-dose-only effect, or another doubt; inactive = no such curve, though single readings can be large; an effect the other way counts as inactive or inconclusive. Potency is read from the fitted curve at half-maximal effect.

SMILES	PTHR1 ag	aSyn rescue	EPAC1 antag	EPAC2 antag	EPAC2 ag	FUS suppressor	EPAC1 agonist	TDP-43 yeast inh
N#C/C(=C\c1ccc(N2CCOCC2)o1)C(=O)NCC1CCCO1 (configuration not stated)	-2.9%	0.7%	-0.6%	0.1%	7.5%	/	15.9%	16.5%
COc1ccc(OC)c(Nc2nc(NCCO)c3ccccc3n2)c1	i	-5.8%	1.1%	-5.6%	3.1%	7.5%	6.8%	/
Cc1cc(Cl)ccc1NC(=O)c1ccc2c(c1)OCO2	-26.2%	-7.1%	-13.0%	14.9%	14.3%	32.5%	4.3%	7.0%
CCCC(=O)n1nc(-c2ccc(C)cc2)nc1NCc1ccco1	i	10.6%	0.1%	-8.2%	-3.0%	18.8%	-6.5%	23.7%
CC(C)C[C@H]1CN=C(Nc2ccccc2)N1CCc1cccc(F)c1	-21.2%	-2.6%	-12.4%	11.3%	1.8%	-14.9%	7.7%	-3.6%
Cc1ncc(CN2CCCC(C(=O)Nc3ccc(-c4cscn4)cc3)C2)cn1 (configuration not stated)	i	2.4%	-12.6%	6.2%	0.2%	12.9%	7.1%	-1.9%
O=[N+]([O-])c1ccccc1S(=O)(=O)N1CCN(S(=O)(=O)c2ccc3c(c2)OCCO3)CC1	-54.3%[inhibitor]	/	-5.5%	-22.6%	-5.4%	-2.0%	1.0%	/
CC(C)(C)NC(=O)c1cc(F)c(F)cc1Cl	-69.2%[inhibitor][57.5 µM]	-17.9%	20.9%	12.9%	-1.6%	-13.4%	2.3%	-9.0%
Cc1cc(Sc2nccn2C)ncc1[N+](=O)[O-]	-17.7%	0.0%	-7.0%	6.2%	8.9%	14.9%	7.4%	-16.9%
CCOC(=O)C1C(c2cccc(F)c2)NC(=S)NC1(O)C(F)(F)F (configuration not stated)	-10.7%	-1.3%	-9.5%	-23.0%	7.9%	/	6.7%	3.9%
Cc1ccc(NC(=O)c2cnc(N3CCN(c4ccccn4)CC3)c3ccccc23)c(Br)c1	-16.3%	-22.6%	?	-20.3%	0.7%	18.8%	-0.7%	-15.5%
O=C(OCC(=O)N1CCCC1=O)c1cc(S(=O)(=O)N2CCOCC2)ccc1Cl	i	3.4%	-11.1%	-7.0%	13.1%	2.4%	?	-2.2%

Complete entries from above. Order of values: PTHR1 ag	aSyn rescue	EPAC1 antag	EPAC2 antag	EPAC2 ag	FUS suppressor	EPAC1 agonist	TDP-43 yeast inh
`COc1ccc(OC)c(Nc2nc(NCCO)c3ccccc3n2)c1` reads i	-5.8%	1.1%	-5.6%	3.1%	7.5%	6.8%	/
`CCCC(=O)n1nc(-c2ccc(C)cc2)nc1NCc1ccco1` reads i	10.6%	0.1%	-8.2%	-3.0%	18.8%	-6.5%	23.7%
`CCOC(=O)C1C(c2cccc(F)c2)NC(=S)NC1(O)C(F)(F)F` (configuration not stated) reads -10.7%	-1.3%	-9.5%	-23.0%	7.9%	/	6.7%	3.9%
`CC(C)(C)NC(=O)c1cc(F)c(F)cc1Cl` reads -69.2%[inhibitor][57.5 µM]	-17.9%	20.9%	12.9%	-1.6%	-13.4%	2.3%	-9.0%

(list continues)
SMILES	PTHR1 ag	aSyn rescue	EPAC1 antag	EPAC2 antag	EPAC2 ag	FUS suppressor	EPAC1 agonist	TDP-43 yeast inh
O=C(NCc1ccco1)C1CCN(C(=O)c2ccc(Cl)cc2Cl)CC1	i	7.5%	-26.9%	-5.6%	5.6%	7.6%	-0.6%	4.8%
Fc1ccccc1CSc1nnc(-c2cccs2)o1	-15.6%[57.5 µM]	0.2%	1.8%	-2.2%	15.2%	4.4%	4.1%	?
Cc1ccc2nc(NS(C)(=O)=O)sc2c1	-0.6%	-0.4%	0.6%	6.3%	1.2%	-30.5%	14.7%	-5.6%
CCNCC(=O)Nc1ccc(N2CCOCC2)cc1	21.3%	-4.1%	-28.3%	0.4%	8.2%	-31.3%	2.7%	8.4%
Cc1cccc(CCNC(=O)C2CCN(S(=O)(=O)c3c(C)nn(C)c3C)CC2)c1	-42.4%[inhibitor][57.5 µM]	0.3%	2.3%	-1.4%	-4.4%	2.4%	1.7%	-0.8%
Nc1cc(-c2ccccc2)ccc1O	-15.6%	-0.8%	-9.4%	2.1%	2.4%	12.9%	0.7%	9.7%
CCOC(=O)N1CCN(c2c(NCCCN(CC)c3cccc(C)c3)c(=O)c2=O)CC1	i	-3.8%	-7.9%	-0.2%	-1.8%	11.4%	-1.7%	-9.9%
Cc1cc(Nc2nn(C)c(N)c2C#N)ccc1F	i	5.4%	-3.4%	-17.2%	-1.3%	-31.2%	1.8%	10.1%
COC(=O)c1ccc(NC(=O)C2CCCN(S(=O)(=O)c3cnc[nH]3)C2)cc1 (configuration not stated)	i	0.3%	-4.4%	-1.2%	14.3%	1.3%	11.5%	3.1%
CSc1cnc2c(=O)n(C)c(=O)[nH]c2n1	8.6%	-0.8%	7.9%	-2.4%	1.2%	/	-7.8%	-16.5%
CCOc1ccc(N2CC(C(=O)Nc3cc(C)on3)CC2=O)cc1 (configuration not stated)	-8.2%	-2.5%	-6.6%	7.1%	13.0%	7.4%	0.9%	-8.0%
O=C(CN(Cc1ccccc1Cl)C(=O)CN1C(=O)CSc2ccccc21)NC1CC1	-2.4%	-1.4%	-3.0%	-0.2%	7.5%	15.7%	-1.9%	-0.9%

Filtered by structure, the compounds so far containing a nitro group on carbon (two)
SMILES	PTHR1 ag	aSyn rescue	EPAC1 antag	EPAC2 antag	EPAC2 ag	FUS suppressor	EPAC1 agonist	TDP-43 yeast inh
O=[N+]([O-])c1ccccc1S(=O)(=O)N1CCN(S(=O)(=O)c2ccc3c(c2)OCCO3)CC1	-54.3%[inhibitor]	/	-5.5%	-22.6%	-5.4%	-2.0%	1.0%	/
Cc1cc(Sc2nccn2C)ncc1[N+](=O)[O-]	-17.7%	0.0%	-7.0%	6.2%	8.9%	14.9%	7.4%	-16.9%

(continued)
SMILES	PTHR1 ag	aSyn rescue	EPAC1 antag	EPAC2 antag	EPAC2 ag	FUS suppressor	EPAC1 agonist	TDP-43 yeast inh
COc1ccc(N(CC(=O)NCc2ccco2)C(=O)CCC(=O)Nc2nccs2)c(OC)c1	-20.0%	-3.7%	-5.7%	21.1%	12.3%	52.5%	5.0%	0.0%
C/C(=N\NC(=O)c1nnn(-c2nonc2N)c1CN1CCc2ccccc21)c1ccccc1O	-20.8%	-12.0%	-0.7%	10.5%	-1.6%	11.1%	-2.0%	1.8%
O=C(Nc1ccccc1)c1nc[nH]c1C(=O)N1CCN(c2ccccc2)CC1	-22.6%	-4.1%	-7.5%	17.3%	-5.0%	-22.3%	-21.6%	14.2%
COc1ccc(S(=O)(=O)N2CCOCC2)cc1N(C)S(=O)(=O)c1ccc(C)cc1	-6.6%	0.3%	-5.1%	-4.5%	12.7%	24.7%	17.4%	-7.1%
CS(=O)(=O)Nc1ccc(C2=NN(C(=O)c3ccccc3)C(c3cccs3)C2)cc1 (configuration not stated)	-10.4%	-3.8%	10.9%	-24.9%	16.8%	?	7.4%	12.2%
O=C(CCCl)N1CCN(c2nc(-c3ccccc3)cs2)CC1	i	6.0%	-6.9%	0.0%	8.3%	14.2%	1.9%	?
COC(=O)[C@]12CCCCC=C1N(CCC1=CCCCC1)C(=O)[C@H](CC(=O)NCc1ccc(C)o1)C2	-5.3%	24.8%	-28.0%	-7.4%	2.7%	?	0.5%	25.4%
Cn1c(=O)c2c(nc(NCc3ccc4c(c3)OCO4)n2C)n(C)c1=O	-27.6%[57.5 µM]	10.0%	1.4%	-4.8%	-0.5%	-2.4%	-0.7%	3.1%
COc1ccc(C(=O)NCc2ccccn2)cc1[N+](=O)[O-]	-2.6%	-13.6%	-8.3%	-3.5%	7.3%	21.3%	6.4%	-2.6%
Cc1onc(-c2ccccc2)c1C(=O)NNC(=S)NC(=O)c1ccc(Br)cc1	i	12.8%	5.0%	6.9%	-9.5%	14.2%	-7.4%	?
Cc1ccccc1CSc1n[nH]c(NS(=O)(=O)c2ccccc2)n1	-1.8%[57.5 µM]	2.3%	-3.0%	-3.2%	13.7%	19.0%	12.4%	-1.9%
CNC(=O)CSCc1c(F)cccc1Cl	-36.1%[inhibitor][57.5 µM]	2.5%	-17.1%	4.7%	4.7%	14.7%	11.1%	14.9%
CC(C)(C)c1nc2sc3c(c2c(=O)o1)CCCC3	-12.9%[57.5 µM]	-9.3%	18.2%	3.7%	1.6%	-8.8%	-5.5%	1.1%
N#Cc1ccc(NC(=O)c2sc3cc(C(F)(F)F)cnc3c2-c2cccs2)cc1	-37.4%[inhibitor][57.5 µM]	3.4%	-1.8%	-6.6%	16.5%	-34.4%	6.7%	10.1%
CC(C)NC(=O)c1cccc2c(-c3ccc(F)c(F)c3)coc12	-94.9%[inhibitor]	14.4%	-16.9%	-28.0%	5.0%	40.6%	4.0%	?
CCOC(=O)Nc1ccc2c(c1)C(=NNC(N)=S)c1ccccc1-2	-39.3%[inhibitor]	0.3%	-14.7%	0.0%	6.7%	28.4%	8.1%	?
Cc1csc(CNc2ncnc3ccc(-c4cccnc4)cc23)c1	-23.6%	/	0.3%	-10.8%	14.2%	-14.8%	-0.2%	/
COc1ccc(CCNC(=O)CSc2nc3c(c(=O)n(C)c(=O)n3C)n2C(C)C)cc1OC	-8.1%[57.5 µM]	11.2%	1.6%	-6.0%	11.8%	2.1%	4.7%	-22.5%
CN(C/C(O)=C(\C#N)c1ccccc1)C1CCCCC1	-1.6%	-0.6%	-3.4%	5.9%	5.5%	-7.9%	-0.7%	7.1%
O=C1CC(c2ccccc2F)c2cc3c(cc2N1)CCC3 (configuration not stated)	0.7%[57.5 µM]	16.7%	5.7%	2.4%	0.4%	5.1%	-7.8%	-12.3%
COc1ccccc1N1CCN(C(CNC(=O)c2ccc3c(c2)OCO3)c2cccnc2)CC1 (configuration not stated)	-28.3%[57.5 µM]	1.8%	-2.4%	1.9%	9.0%	10.1%	0.1%	12.2%
NC(=O)C1CCN(C(=O)c2ccc(NC3=NC4CS(=O)(=O)CC4S3)cc2)CC1 (configuration not stated)	-11.4%	?	-1.2%	-7.9%	0.5%	-28.8%	12.6%	15.0%

The list is partial (hit frequency here may not be typical).
